Source: PubChem
S-ASM inh: human S-ASM enzyme inhibition. P17405. placental ASM, HMU-PC fluorogenic substrate, 60 min. Potency, µM (highest dose often 57.5 µM), for the others: top-dose activity change, negative = inhibition, actives largely listed as inhibitors. actives 0.006% (n = 340,000). AID 504937; note: potency is the fitted concentration of half-maximal effect
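HMU-PC0 cleavage (9 uM final) by human placental ASM, 60 min at 37 °C following 10 min compound exposure at RT; stopped at pH 10, fluorescence Ex 386/Em 447 nm.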
MBNL1-CUG inh: MBNL1-poly(CUG) RNA binding inhibition. Q9NR56. TR-FRET MBNL1-His/biotin-(CUG)12 binding, 665/545 ratio. Potency, µM (titrated, usually from 57.5 µM), inactives show top-dose activity change, negative = inhibition, most hits filed as inhibitors. actives 0.036% (n = 280,000). AID 2675; active = well fitted inhibition curve with a large enough effect in the signal ratio, with a control signal flat, not every such curve was filed as active; inconclusive = small, poorly fitted or top-dose-only effect, or effect the other way, or a change in a side signal; inactive = no such curve, though single readings can be large or run the other way; the % refers to the signal ratio; note: potency is the fitted concentration of half-maximal effect; % is set by controls: 0 for no effect and ±100 for the full control effect
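TR-FRET readout: Ex 340 nm, 665/545 nm emission ratio, normalized to buffer-only (basal) and MBNL1-(CUG)12 controls. Complex of MBNL1-His with Biotin-(CUG)12, compounds 92 nM–58 uM, incubated 60 min at room temperature.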
Menin MLL FP TR: menin-MLL binding inhibition, Texas Red mutant peptide; O00255; Menin + Texas Red MLL mutant peptide, fluorescence polarization; Potency, µM (doses to about 61.6 µM), for inactives: at the highest dose FP activity change, negative = inhibition, most hits filed as inhibitors; actives 0.23% (n = 270,000); AID 1768; active = well fitted inhibition curve with a large enough effect in the polarisation, with a control signal flat, not every such curve was filed as active; inconclusive = small, poorly fitted or top-dose-only effect, or effect the other way, or a change in a side signal; inactive = no such curve, though single readings can be large or run the other way; the % refers to the polarisation; note: potency is the fitted concentration of half-maximal effect; % of control where 0% means no effect; many of its hits are not listed in these tables
TCR activator: T cell receptor activation | primary human leukocytes, anti-CD3, IL-2 HTRF, 48 h | Potency, µM (doses to about 9.22 µM), for the others: at the highest dose activation of IL-2 secretion, most hits filed as activators | 330,000 tested, under 10 active; note: % of control where 0% means no effect
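Human primary leukocytes + a-CD3 beads + cpd, 48 hr; IL-2 in supernatant by HTRF (ex 320nm / em 665nm). No co-stimulatory signal supplied.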
A-T KAP1 phos: candidate therapy for ataxia-telangiectasia; […] A-T fibroblasts, KAP-1 phosphorylation AlphaLISA; neocarzinostatin DNA damage 30 min before lysis; Potency, µM (highest dose often 57.5 µM), without a hit: top-dose activation, actives largely listed as activators; actives 0.19% (n = 320,000); note: potency is the fitted concentration of half-maximal effect; % of control where 0% means no effect; nearly all actives have a fitted effect of over 45% in size
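hTERT-immortalized A-T patient fibroblasts ([…]), 500 cells/well in OPTI-MEM, 1% FBS, got compounds for 60 min, then NCS for 30 min at 37C. Lysates were then assayed for phospho-KAP-1 by AlphaLISA (anti-pKAP1 donor, anti-KAP1 acceptor beads), 6 hr at 25C.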
TSHR antag: blocks TSH signaling through the human TSH receptor. AID 504810. TSHR-expressing cells, TSH-stimulated cAMP HTRF, 2 h; active compounds read low. P16473. actives 0.2% (n = 330,000). activity change, negative = inhibition, % at 11.5 µM;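 active = activity change below a set negative limit, meaning inhibition stronger than a set level, cut at about -70% in these data; inconclusive = activity change between two set negative limits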; note: % is set by controls: 0 for no effect and ±100 for the full control effect
Target sequence (P16473 whole entry, looked up): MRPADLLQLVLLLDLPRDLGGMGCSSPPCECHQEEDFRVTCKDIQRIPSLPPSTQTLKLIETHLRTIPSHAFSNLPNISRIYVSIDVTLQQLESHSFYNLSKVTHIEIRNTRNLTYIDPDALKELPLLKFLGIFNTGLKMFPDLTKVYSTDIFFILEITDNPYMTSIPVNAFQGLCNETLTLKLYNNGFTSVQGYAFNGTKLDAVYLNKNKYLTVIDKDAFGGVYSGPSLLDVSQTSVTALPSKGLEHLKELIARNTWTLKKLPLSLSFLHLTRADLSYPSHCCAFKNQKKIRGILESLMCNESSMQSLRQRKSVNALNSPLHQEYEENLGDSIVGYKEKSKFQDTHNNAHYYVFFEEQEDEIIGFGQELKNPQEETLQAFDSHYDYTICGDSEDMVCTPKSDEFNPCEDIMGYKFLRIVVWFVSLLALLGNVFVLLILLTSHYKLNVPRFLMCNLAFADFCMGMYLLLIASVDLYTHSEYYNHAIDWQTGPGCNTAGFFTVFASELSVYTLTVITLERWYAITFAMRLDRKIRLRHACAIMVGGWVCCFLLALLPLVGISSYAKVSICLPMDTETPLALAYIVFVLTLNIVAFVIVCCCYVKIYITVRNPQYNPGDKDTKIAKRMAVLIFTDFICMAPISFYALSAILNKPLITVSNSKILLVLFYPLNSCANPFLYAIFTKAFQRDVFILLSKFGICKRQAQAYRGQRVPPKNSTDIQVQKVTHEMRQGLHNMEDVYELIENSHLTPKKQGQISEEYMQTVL
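Read-out is FRET at 665 nm (cryptate excitation 337 nm) from a cryptate-tagged anti-cAMP antibody, competed by cell cAMP against cAMP-d2. Compounds are tested on freshly harvested TSHR cells challenged with 4nM TSH (EC80) for 2 hours at 37 deg C.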
a7 integrin act: integrin-mediated muscular dystrophy alleviation activation | alpha7betagal myoblasts, beta-gal FDG fluorescence, 48 h | Potency, µM (titrated, usually from 38.3 µM), inactives show at the top dose activation, actives largely listed as activators | actives 0.064% (n = 350,000) | AID 624291;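 note: potency is the fitted concentration of half-maximal effect; 100% = response of the positive control SU9516; nearly all actives have a fitted effect of over 60% in size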
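alpha7betagal+/- myoblasts (passage 13, 250/well) treated 48 h at 37C with compounds at 1:260 dilution of DMSO stock. Lysed, then beta-galactosidase activity read as FDG fluorescence (ex 480/em 540) after 30 min, with pre-read for autofluorescence.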
CXXC DNA block: MLL CXXC-DNA interaction inhibition | MLL-CXXC / FITC-HOXA9 DNA fluorescence polarization | Potency, µM (titrated, usually from 115 µM), inactives show top-dose activity change, negative = inhibition, actives largely listed as inhibitors | actives 0.037% (n = 290,000) | AID 2662; active = well fitted inhibition curve with a large enough effect in the polarisation, with a control signal flat, not every such curve was filed as active; inconclusive = small, poorly fitted or top-dose-only effect, or effect the other way, or a change in a side signal; inactive = no such curve, though single readings can be large or run the other way; the % refers to the polarisation; note: potency is the fitted concentration of half-maximal effect
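Steps: dispense CXXC domain solution (7 uM) → pin compounds or unlabeled HOX-A9 DNA control → 5 min ambient → add FLSN-HOX-A9 solution (50 nM) → spin → 30 min ambient → fluorescence polarization. Tris pH 7.5/NaCl/DTT/BSA buffer.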
PTAP TSG101 blk: blocks PTAP/TSG101 interaction to inhibit HIV-1 budding | Potency, µM (series often up to 115 µM), for inactives: at the top dose activity change, negative = inhibition, hits mostly inhibitors | Q99816 | Fluorescence polarization, FITC-PTAP peptide / Tsg101 binding | 340,000 tested, under 10 active | AID 493005; active = well fitted inhibition curve with a large enough effect in the main read-out, with a control signal flat, not every such curve was filed as active; inconclusive = small, poorly fitted or top-dose-only effect, or effect the other way, or a change in a side signal; inactive = no such curve, though single readings can be large or run the other way; note: potency is the fitted concentration of half-maximal effect; % of control where 0% means no effect
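FP read-out: FITC-PTAP peptide, 50 nM final, binding Tsg101 binding domain, 10 uM final; 20 min, r.t.; 10 mM HEPES pH 7.5, 0.15 M NaCl, 0.01% Tween 20, 3 mM EDTA, 0.1 mM TCEP.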
Mito fusion act: inhibitors of mitochondrial division or activators of mitochondrial fusion; S. cerevisiae fusion-defective mutant growth rescue, CellTiterGlo 48 h; Potency, µM (top dose mostly 46.1 µM), for inactives: top-dose growth rescue (activation), actives largely listed as activators; actives 0.23% (n = 320,000); AID 485298;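 note: potency is the fitted concentration of half-maximal effect; % of control where 0% means no effect; nearly all actives have a fitted effect of over 45% in size; temperature-sensitive fusion mutants such as fzo1-1 at 37 °C on non-fermentable ethanol glycerol medium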
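Yeast fusion mutant, YPEG (non-fermentable carbon), compound, 48 h at 37C non-permissive; CellTiterGlo added, 10 min RT, luminescence read. Rescued growth = division inhibition.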
Active calls of the source: *; ? = inconclusive; · = no result given; [ ] = remark or other dose. Unless noted, calls come from the whole dose curve; as a rule, active = well fitted curve in the direction sought with a large enough effect; inconclusive = small, poorly fitted or top-dose-only effect, or another doubt; inactive = no such curve, though single readings can be large; an effect the other way counts as inactive or inconclusive. Only part of the results is shown, so the mix of outcomes need not match the whole.

(1) CCOC(=O)Cc1csc(NC(=O)NC2(C(F)(F)F)Oc3ccc(Cl)cc3O2)n1 (stereo not drawn)
(2) CC(Oc1ccc(Cl)cc1Cl)C(=O)NNC(=O)C(=O)N1CCCC1 (stereo not drawn)
(3) COc1ccc(NC(=O)COC(=O)CCNS(=O)(=O)c2ccc(Cl)cc2)cc1
(4) CN(C)/C=C/C(=O)c1ccc(S(=O)c2ccccc2)cc1 (stereo not drawn)
(5) Cc1cccc(NC(=O)N2C3CCCC2CC(NC(=O)C(C)(C)C)C3)c1 (stereo not drawn)
(6) COC(=O)C1OC2(OC1C(=O)OC)c1ccccc1-c1ccccc12 (stereo not drawn)

assay / entry	1	2	3	4	5	6
S-ASM inh	-4%	1%	-5%	-2%	-3%	4%
MBNL1-CUG inh	-5%	-1%	-15%	?	-4%	3%
Menin MLL FP TR	8%	-3%	·	0%	16%	-11%
TCR activator	5%	-7%	-1%	6%	-3%	0%
A-T KAP1 phos	0%	-3%	-2%	1%	15%	·
TSHR antag	-1	4	2	-11	19	-10
a7 integrin act	0%	-25%	-19%	-27%	-4%	-13%
CXXC DNA block	1%	11%	2%	5%	8%	3%
PTAP TSG101 blk	-2%	4%	3%	1%	-4%	-3%
Mito fusion act	-1%	?	-1%	2%	-6%	-2%

(7) Nc1cc(=O)[nH]c(SC/C=C/c2ccccc2)n1
(8) COc1ccc2c(Cl)c(-c3nnc4n3CCCCC4)sc2c1
(9) COc1ccc(CNc2oc(Cc3cccc4ccccc34)nc2C#N)cc1
(10) COC(=O)COc1cccc2c(=O)n(CC(=O)N3CCCc4ccccc43)ccc12
(11) O=C(O)C1CC(=O)N(c2ccc(F)cc2)C1 (stereo not drawn)
(12) O=C(Nc1c(C(=O)Nc2ccc3c(c2)OCCO3)cnn1-c1ccccc1Cl)c1ccco1

assay / entry	7	8	9	10	11	12
S-ASM inh	-2%	-1%	0%	0%	-1%	0%
MBNL1-CUG inh	-5%	8%	-8%	2%	15%	7%
Menin MLL FP TR	·	-6%	11%	-20%	13%	23%
TCR activator	2%	2%	-4%	-3%	-8%	8%
A-T KAP1 phos	-12%	4%	1%	-11%	-2%	2%
TSHR antag	-6	-17	-6	-4	8	40
a7 integrin act	-5%	21%	1%	12%	-14%	0%
CXXC DNA block	-1%	-5%	6%	-1%	-2%	6%
PTAP TSG101 blk	-2%	-2%	-3%	-1%	-5%	-8%
Mito fusion act	2%	2%	?	-2%	-1%	3%

(13) COC(=O)c1ccc(NC(=S)N2CCN(Cc3ccccc3OC)CC2)cc1
(14) CN1C(c2ccccc2)CCOS1(=O)=O (stereo not drawn)
(15) CCCn1nnc(NC(=O)c2ccc(-c3ccccc3)cc2)n1
(16) O=C(NC1CC(=O)c2sccc21)c1cccc(C(F)(F)F)c1 (stereo not drawn)
(17) CCOC(=O)N1C2=NC(C(=O)OC)=C(C(=O)OC)[C@@H]3N(C)c4ccccc4[C@]23C[C@H]1C(=O)OC
(18) COc1cccc(CC(=O)Nc2ccc(S(=O)(=O)N3CCOCC3)cc2)c1

assay / entry	13	14	15	16	17	18
S-ASM inh	-3%	1%	0%	3%	6%	-2%
MBNL1-CUG inh	-9%	-13%	9%	-5%	3%	·
Menin MLL FP TR	14%	-15%	-4%	20%	-15%[11.7 µM]	·
TCR activator	-1%	12%	-19%	2%	3%	-6%
A-T KAP1 phos	5%	17%	3%	-1%	10%	2%
TSHR antag	7	13	-2	24	-8	13
a7 integrin act	0%	-7%	-7%	-15%	-4%	-9%
CXXC DNA block	-3%	9%	-15%	-6%	2%	·
PTAP TSG101 blk	-5%	-1%	-1%	-2%	0%	0%
Mito fusion act	-1%	1%	1%	2%	-16%	4%

(19) COc1cc2c(cc1NC(=O)COC(=O)Cn1cnc3ccccc31)oc1ccccc12
(20) CC(=O)c1cccc(NC(=O)C(OC(=O)c2cccc(S(=O)(=O)N(C)c3ccccc3)c2)c2ccccc2)c1 (stereo not drawn)
(21) COc1ccccc1N1CCN(C(=O)c2cn(C)c3ccc(S(=O)(=O)N4CCOCC4)cc3c2=O)CC1
(22) N#Cc1nc(-c2ccccc2F)oc1N1CCN(C(=O)c2ccco2)CC1
(23) COc1ccccc1N=Nc1nc(-c2ccccc2)c(-c2ccccc2)[nH]1
(24) Cc1cc(C)nc(/N=C2\NC(=O)CC(C(=O)O)N2c2ccc(F)c(Cl)c2)n1 (stereo not drawn)

assay / entry	19	20	21	22	23	24
S-ASM inh	?	-7%	-2%	-2%	?	·
MBNL1-CUG inh	-1%	·	-2%	11%	?	3%
Menin MLL FP TR	31%[activator]	-20%	-7%	-3%	-12%	8%
TCR activator	2%	1%[46.1 µM]	2%	-7%	1%[46.1 µM]	·
A-T KAP1 phos	15%	2%	1%	3%	-3%	3%
TSHR antag	4	-18	10	-3	-13	0
a7 integrin act	-11%	-20%	25%	-3%	?	·
CXXC DNA block	9%	9%	-3%	22%	-5%	-8%
PTAP TSG101 blk	0%	1%	0%	·	1%	·
Mito fusion act	9%	-18%	-4%	9%	?	-6%

(25) CC(=NC1CCCCC1)C1=C(O)c2ccccc2C1=O
(26) COC(=O)C1C2CCC(C2)C1C(=O)OCC(=O)c1ccc(C)cc1 (stereo not drawn)
(27) CC(C)c1ccc(/C=N/Nc2ccc(C(=O)O)cc2)cc1
(28) OCCN1CCN(c2nc(NCc3ccco3)c3ccccc3n2)CC1
(29) CC(C)(C)OC(=O)N1CCN(C(=O)c2[nH]cnc2C(=O)N[C@@H](Cc2ccccc2)C(=O)OCc2ccccc2)CC1
(30) Cc1cc(S(=O)(=O)Nc2ccc(C(=O)NCCCn3ccnc3)cc2)ccc1F

assay / entry	25	26	27	28	29	30
S-ASM inh	-9%	2%	0%	6%	-2%	4%
MBNL1-CUG inh	?	-8%	?	0%	-2%	·
Menin MLL FP TR	3%[11.7 µM]	-13%	20%	1%	-20%	·
TCR activator	4%	1%	-2%[46.1 µM]	6%[46.1 µM]	-2%	2%
A-T KAP1 phos	1%	3%	5%	-10%	0%	5%
TSHR antag	-17	-15	-5	2	-37	8
a7 integrin act	-6%	18%	4%	5%	-37%	-3%
CXXC DNA block	-12%	-2%	7%	4%	-5%	·
PTAP TSG101 blk	-11%	-8%	-1%	-11%	-1%	-4%
Mito fusion act	15%	-1%	3%	-1%	-3%	5%

(31) COc1ccc(-c2csc(NC(=O)c3cc(-c4cccs4)nc4ccccc34)n2)c(OC)c1
(32) COc1ccc(OC)c(NC(=O)Nc2cccnc2)c1
(33) CC(NC(=O)c1ccc2c(c1)OCO2)C1CCCO1 (stereo not drawn)
(34) COc1ccc(S(=O)(=O)N(C)c2ccc(C(=O)N3CCN(C)CC3)cc2)cc1
(35) CCOC(=O)CCCNC(=O)COC(=O)c1cccc(C)c1O
(36) COc1ccc(C(=O)NCCc2c[nH]c3ccccc23)cc1

assay / entry	31	32	33	34	35	36
S-ASM inh	-1%	-3%	7%	-1%	-1%	-2%
MBNL1-CUG inh	61%[activator]	-9%	0%	-10%	10%	-1%
Menin MLL FP TR	·	·	20%	14%	-3%	-6%
TCR activator	-7%[46.1 µM]	-5%	·	-1%	3%	0%
A-T KAP1 phos	-1%	14%	-8%	2%	6%	9%
TSHR antag	-4	11	-11	11	-3	22
a7 integrin act	32%	8%	11%[7.66 µM]	-4%	-17%	30%
CXXC DNA block	-11%	17%	-1%	9%	-15%	-4%
PTAP TSG101 blk	2%	-1%	-6%	1%	-1%	-2%
Mito fusion act	-1%	-14%	2%	-1%	-3%	-4%
